Runt-SMMHC FRET = inhibitors of RUNX1 Runt–CBFb-SMMHC binding, primary screen, biochemical, FRET, Cerulean-Runt, Venus-CBFb-SMMHC, uHTS; Runt-related transcription factor 1 (Homo sapiens) + Core-binding factor subunit beta …; Cerulean-Runt/Venus-CBFb-SMMHC FRET ratio 530/480, 1 h; inhibition, % at 20 µM; 220,000 compounds, 0.74% hits; AID 1434, 2008;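 active = mean inhibition across duplicate retests at 20 µM reaching about 50%, limit read from the data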;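 note: 0% = DMSO wells and 100% = wells with excess untagged CBFb-SMMHC; inhibitors lower the FRET ratio by blocking Runt binding to CBFb-SMMHC; some results filed as inactive read as strong as hits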
m-calpain inh = inhibitors of pig calpain II, primary screen, biochemical, fluorogenic peptide substrate, 1536-well. purified calpain II, 30 min. inhibition, % at 16 µM. 220,000 compounds, 0.37% hits. AID 1236, 2008;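 active = inhibition above about 50%, limit read from the data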
p97 ATPase inh = inhibitors of human p97 ATPase, primary screen, biochemical; Transitional endoplasmic reticulum ATPase (Homo sapiens), P55072; recombinant p97 ATPase, Kinase-Glo ATP luminescence, 3 h; inhibition, % at 8 µM; 220,000 compounds, 0.42% hits; AID 1481, 2009; in the data active = inhibition above about 15%;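 note: 0% = DMSO vehicle and 100% = wells lacking enzyme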
Tb hexokinase = Trypanosoma brucei hexokinase 1 inhibitors, primary screen, biochemical, G6PDH-coupled NADH absorbance, MLSCN library. hexokinase 1 [Trypanosoma brucei]. recombinant TbHK1, G6PDH-coupled NADH A340. inhibition, % at 10 µM. 220,000 compounds, 0.11% hits. AID 1430, 2008;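 active = inhibition of 50% or more in the single-dose primary screen; inactive = inhibition below 50%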
RBBP9 inhibitor = human RBBP9 inhibitors, primary screen, biochemical, fluorescence polarization, FP-Rh probe, HTS; recombinant RBBP9; inhibition, % at 7.94 µM; 220,000 compounds, 0.2% hits; AID 1515, 2009;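 active = inhibition above the campaign mean of all tested compounds plus 3 SD, cut at about 14% in these data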;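 note: plate controls were DMSO wells with RBBP9 for no effect and wells lacking RBBP9 protein for full effect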
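Material: RBBP9 protein. Amount: RBBP9 at 2.5 µM in dispensed solution, before mixing. Schedule: 30 min then 45 min, 25 °C. Medium: Tris buffer pH 8.0, NaCl, Pluronic. Measured by: fluorescence polarization. Measure: percent inhibition from mP, scaled between DMSO and no-protein wells. Replication: one well per compound.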
EBV gp42 block = Epstein-Barr virus gp42 inhibitors, primary screen, biochemical, uHTS, fluorescence polarization; 220,000 compounds, 0.42% hits; Fluorescence polarization binding assay, mP read-out; AID 1085, 2008; Glycoprotein 42 (Epstein-Barr virus (strain AG876)), Q1HVG2; inhibition, % (tested at 21.74 µM); in the data active = inhibition above about 50%
Furin inhibitor = human furin inhibitors, primary screen, biochemical, fluorescence intensity; purified furin, fluorogenic substrate cleavage; inhibition, % at 30 µM; 220,000 compounds, 0.061% hits; in the data active = inhibition above about 25%; note: inactives centre near -15
p47phox inh = p47phox/p22phox peptide binding inhibitors, primary screen, biochemical, uHTS, NADPH oxidase regulatory subunit; inhibition, % at 24.7 µM; AID 1274, 2008; 220,000 compounds, 0.53% hits; fluorescence polarization, 2 h;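 active = inhibition above about 30%, limit read from the data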;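 note: 0% = p47phox with labelled peptide and 100% = labelled peptide alone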
Runt-CBFb FRET = inhibitors of RUNX1 Runt–CBFb binding, primary screen, biochemical, FRET, Cerulean-Runt, Venus-CBFb, uHTS; Runt-related transcription factor 1 (Homo sapiens) + Core-binding factor subunit beta …; Cerulean-Runt/Venus-CBFb FRET ratio 530/480, 1 h; inhibition, % at 20 µM; 220,000 compounds, 0.46% hits; AID 1496, 2009;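 active = inhibition over about 50% at 20 µM in the single-dose screen, limit read from the data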;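 note: 0% = DMSO wells and 100% = excess unlabeled CBFb competitor control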
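test system = Cerulean-Runt domain fusion protein, energy donor | probe or stimulus = Venus-CBFb binding partner, 100 nM | incubation = two 1 h room-temperature incubations shielded from light | detection = fluorescence energy transfer, 422 nm excitation, 530/480 nm emission | measure = loss of energy transfer signal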
Active calls of the source: *; / = no result given; [ ] = remark or other dose.

SMILES	Runt-SMMHC FRET	m-calpain inh	p97 ATPase inh	Tb hexokinase	RBBP9 inhibitor	EBV gp42 block	Furin inhibitor	p47phox inh	Runt-CBFb FRET
O=C(CCc1nc2ccccc2[nH]1)NC1CCCCC1	-8	18	0	-5	-5	9	-19	-6	2
CN(Cc1ccccc1)c1nc(N)nc(Cl)c1C=O	0	3	4	1	-8	-10	-25	-6	2
Cc1cccc(CCN=c2c([N+](=O)[O-])nn(-c3ccccc3)n2O)c1	-4	37	-10	-2	-10	-4	7	2	-4
CC(=O)c1nc2ccccc2n1S(=O)(=O)c1ccc(Cl)cc1	0	-31	9	-1	-7	-3	-16	1	-1
COc1ccc(C(=O)O/N=C(/c2ccccc2)c2ccncc2)cc1	2	9	5	2	4	-12	-33	-3	-2
C=CCn1cc(/C=N/Nc2nc3ccccc3[nH]2)c2ccccc21	6	-12	9	-21	3	13	-10	-12	6
CCC(CC)NC(=O)COC(=O)c1ccc(NS(=O)(=O)c2ccc3c(c2)OCCO3)cc1	-1	-20	-6	-14	-7	-33	-12[20 µM]	2	0
O=C(CN1CCC(NC(=O)c2ccccc2F)CC1)NCc1ccc(F)cc1	1	-3	3	-2	-4	-10	-15[20 µM]	-3	0
CCOC(=O)C(=O)Nc1cc(C(=O)OC)cc(C(=O)OC)c1	3	6	-1	4	-12	3	-23	0	-1
CCOC(=O)C1=C(CN2CCSCC2)NC(=O)NC1c1cccc([N+](=O)[O-])c1 (stereo not given)	-3	19	-1	-5	-8	3	-25	-4	-2
COc1ccc(OC)c(C(c2nnnn2CCc2ccccc2)N2CCC(C(N)=O)CC2)c1 (stereo not given)	2	-4	1	-1	-11	5	-30	-6	-2
CCOC(=O)c1ccc(NC(=O)CSc2nc3ncccc3[nH]2)cc1	4	8	3	37	3	-12	-6	-10	-3
Cc1ccc(S(=O)(=O)Nc2cc(=O)[nH]c(SCc3ccccc3Cl)n2)cc1	2	-8	4	-6	-7	3	-23	-7	6
O=C(NCc1ccco1)C1CC(c2ccc(F)cc2)=NO1 (stereo not given)	-1	-3	8	-2	-2	-9	-19	-52	0
COc1ccc(-c2cc(C(F)(F)F)nc(SCC(=O)Nc3cc(C)on3)n2)cc1OC	-6	-344	7	-19	-1	0	-21	-5	-6
CCOC(=O)c1c(C)n(C)c2ccc(OC(=O)c3ccoc3)cc12	-2	-8	-2	-1	-5	-5	-13	-12	-3
COc1cc(/C=N/NC(=O)Cc2csc(N3CCOCC3)n2)cc(OC)c1O	33	-41	-5	-10	-7	9	-9	10	20
COc1ccc(S(=O)(=O)N(CC(=O)N2CCCC2)Cc2ccccc2)cc1	0	-20	5	5	-6	3	-20	-13	0
CC(=O)Nc1ccc(Oc2ccc(-c3noc(C)n3)cc2)cc1	-6	-12	-1	-5	-1	-16	-5[20 µM]	-7	1
O=C(Nc1ccncc1)c1cccc2ccccc12	0	-10	6	-4	-10	-17	-13	-2	1
CC(C)(C)C(=O)Cn1ncc(N2CCCC2)c(Br)c1=O	1	-18	3	-14	-9	11	-2	-6	-1
C=CCNC(=O)CSc1nnc(-c2ccccc2Cl)n1-c1c(C)n(C)n(-c2ccccc2)c1=O	1	12	1	-5	-11	-7	-15[20 µM]	-9	1
COC(=O)c1sc(-c2ccc(C(C)(C)C)cc2)cc1NC(=O)CCC(=O)O	11	11	-6	-13	-15	4	3	33*	8
O=C(Nc1c(-c2cccs2)nc2ccccn12)c1ccccc1F	0	5	-1	-7	-6	3	-6	-2	-1
CCN1/C(=C\C(C)=O)Sc2ccc(OC)cc21	6	-14	-2	-17	5	-52	-6[20 µM]	-6	-2
CCCCCCCCCOC(=O)C(CC(=O)O)N1CCOCC1 (stereo not given)	-3	0	-1	-4	10	-14	-6[20 µM]	11	2
COc1ccc(OC)c(NC(=O)CCN2CCCCCC2)c1	3	-11	-2	-2	5	-4	-26[20 µM]	-1	0
C/C(=N/NC(=O)CNS(=O)(=O)c1ccc(C)cc1)c1cccc([N+](=O)[O-])c1	-1	-15	3	1	-1	-8	0	-1	0
Cc1ccc(NC(=O)c2cc(N3C(=O)CCC3=O)ccc2N2CCOCC2)cc1	2	-2	7	-13	5	-21	-3	0	0
Cc1c(Br)c([N+](=O)[O-])nn1CC(=O)c1ccccc1	2	2	4	-5	-4	-9	-9	-2	0
CCOC(=O)COc1ccc(N)cc1CC(NC(C)=O)(C(=O)OCC)C(=O)OCC	1	-22	-2	-2	-4	4	2	-6	-1
Cc1oc2nc(SCC(=O)NCc3cccnc3)nc(N)c2c1C	0	-21	1	-4	0	-25	-21[20 µM]	-14	0
Cc1ccc2[nH]c3c(N4CCc5ccccc5C4)ncnc3c2c1	0	-26	1	-7	-4	-6	-19[20 µM]	-43	/
COc1ccc(-c2ccc(CCC(=O)O)n2Cc2ccco2)cc1	6	-68	0	8	-9	6	-14	-14	13
CC(=O)N1CCN(S(=O)(=O)c2cccc(C(=O)NC3CCCc4ccccc43)c2)CC1 (stereo not given)	-5	-5	-5	1	-2	-16	-6[20 µM]	-19	-2
Cc1cc(N=Nc2ccccc2)c(NCC(O)C(O)C(O)CO)cc1C (stereo not given)	-2	-14	-1	-16	5	5	-7	-13	-8
CC1CCCC(C)N1C(=O)CSCc1ccc(Cl)cc1 (stereo not given)	-2	6	-5	49	-7	-17	-7[20 µM]	-7	1
O=C(Nc1cccc(Cl)c1)N1CCN(Cc2ccccc2)CC1	4	-10	1	-3	10	-7	-7	-9	1
CCCNS(=O)(=O)c1cccc2cccnc12	-1	-8	/	-4	/	-6	-25	-6	1
CCN1C(=O)CCCc2ccccc21	3	11	-1	9	-1	1	-7	-12	-1
COc1cccc(Oc2c(C)oc3c(CN4CCCCC4)c(O)ccc3c2=O)c1	4	-317	2	-51	-11	-9	-24	-4	-1
Cc1c(Cl)cccc1NC(=S)NC1CCN(C(C)C)CC1	3	-16	4	-6	-2	-3	-17	1	1
Cc1onc(C(=O)N2CCN(Cc3ccccc3)CC2)c1[N+](=O)[O-]	4	-21	4	0	2	-16	-15	-10	0
O=c1c2sccc2[nH]c(=S)n1-c1ccccc1	-1	8	-5	-16	-12	3	-11	2	3
COc1ccc(-c2cc(C#N)nc(NN)n2)cc1	-7	9	7	-35	1	-7	1	-10	6
CCC(=O)N(C1=C(NC(C)C)C(=O)c2ccccc2C1=O)C(C)C	-2	2	1	-4	-7	-10	-12	-17	-4
COc1ccc(/C=C2\NC(=O)C(C=NCc3ccccc3)=C2O)cc1	-4	-13	5	34	3	-27	-13	-6	0
CCOC(=O)C1CCCN(C(=O)CC(C)c2ccccc2)C1 (stereo not given)	2	-1	0	-8	6	-16	-21[20 µM]	-7	2
CNC(=S)NCCCc1ccccc1	-4	22	6	0	-6	10	-15	14	1
COc1cc(OC)c2c(-c3ccccc3)cc(=O)oc2c1C(CC(=O)N1CCN(c2ccccc2)CC1)c1ccc2c(c1)OCO2 (stereo not given)	-2	-115	/	0	/	-21	-14	-29	-2
COC(=O)/C=C/c1ccc(-n2ccnc2)cc1	-3	-15	0	-4	-1	-2	-26	-7	-3
O=C(CCc1ccccc1)Nc1ncc2c(n1)CCCC2=O	4	-8	-7	9	-5	-14	-6	-3	-3
Cc1cc(C(=O)N/N=C/c2cccc(Cl)c2Cl)no1	-3	-8	-6	-4	-5	-13	-10[20 µM]	-16	0
CN(C)C(=O)C[n+]1ccc(/C=N/O)cc1	2	-3	0	-20	1	0	-25	8	-1
CN1CCN(c2ncccc2S(=O)(=O)N2CCCCC2)CC1	7	-11	0	-3	-5	-20	-19[20 µM]	-7	-4
CC(=O)C1=C(C)OC(N)=C(C#N)C1c1cccc2ccccc12 (stereo not given)	-3	7	15*	-14	2	5	-6	0	6
Cc1c(C(=O)Nc2ccc3c(c2)OCO3)sc2ncn(CC(=O)N3CC(C)CC(C)C3)c(=O)c12 (stereo not given)	-3	10	-1	-7	-3	-16	-6[20 µM]	-9	-1
Cc1ccc2cccc(OCC(=O)N3CC(C)CC(C)C3)c2n1 (stereo not given)	0	-39	3	0	9	-16	-23	12	-2
COc1cccc(-c2ccc(C#N)c(OC(=O)c3c(Cl)cccc3Cl)n2)c1	2	-105	13	-1	-6	-9	-20[20 µM]	-4	3
Cc1ccc2c(CC(=O)NNC(=O)c3ccccc3)coc2c1	1	17	0	34	-8	-4	-12	-9	-2
Additional results
SMILES	Runt-SMMHC FRET	m-calpain inh	p97 ATPase inh	Tb hexokinase	RBBP9 inhibitor	EBV gp42 block	Furin inhibitor	p47phox inh	Runt-CBFb FRET
COC(=O)c1cc(NC(=O)CC2NC3CCCCC3NC2=O)cc(C(=O)OC)c1 (stereo not given)	-1	-3	4	0	-6	-27	23[20 µM]	-6	-1
O=C(CCN1C(=O)C2CC=CCC2C1=O)N1CCN(c2ccccn2)CC1 (stereo not given)	-7	-19	13	1	1	-6	-14	1	-2
O=c1[nH]c(N2CCCCCC2)nc2ncn(Cc3ccccc3)c12	-1	-12	6	-7	-12	-13	-26	-13	0
CC(C)[C@H](NC(=O)c1ccccc1Cl)C(=O)OCc1cc(=O)n2cc(Br)ccc2n1	2	-9	2	-7	-3	-10	-17	-1	0
CS(=O)(=O)Oc1ccc(Br)cc1/C=C1/N=C(c2ccco2)OC1=O	-6	12	1	-6	-5	-5	-18	0	-1
CCCOC(=O)c1cc(-c2ccc(/C=C3/C(=O)N(C)C(=O)C(C#N)=C3C)o2)ccc1Cl	/	/	1	16	0	/	-3[20 µM]	/	/
CN1C(=O)C2(C(C#N)=C(N)N(c3cc(Cl)cc(Cl)c3)C3=C2C(=O)CC(C)(C)C3)c2ccccc21 (stereo not given)	0	8	-4	-1	0	-2	-13[20 µM]	-7	-1
CCCCNC(=S)N(Cc1c(C)noc1C)c1ccccc1	-1	5	-9	-7	-7	-7	-15	-3	0

Five compounds from above, arranged by their value in Runt-CBFb FRET, falling:
SMILES	Runt-SMMHC FRET	m-calpain inh	p97 ATPase inh	Tb hexokinase	RBBP9 inhibitor	EBV gp42 block	Furin inhibitor	p47phox inh	Runt-CBFb FRET
O=c1c2sccc2[nH]c(=S)n1-c1ccccc1	-1	8	-5	-16	-12	3	-11	2	3
CC(=O)Nc1ccc(Oc2ccc(-c3noc(C)n3)cc2)cc1	-6	-12	-1	-5	-1	-16	-5[20 µM]	-7	1
COc1ccc(/C=C2\NC(=O)C(C=NCc3ccccc3)=C2O)cc1	-4	-13	5	34	3	-27	-13	-6	0
CCN1C(=O)CCCc2ccccc21	3	11	-1	9	-1	1	-7	-12	-1
COc1cc(OC)c2c(-c3ccccc3)cc(=O)oc2c1C(CC(=O)N1CCN(c2ccccc2)CC1)c1ccc2c(c1)OCO2 (stereo not given)	-2	-115	/	0	/	-21	-14	-29	-2

Not a hit list; overall some 2.7% were active at least once.
